# Yeast growth inh = growth inhibitors of yeast BB579 in restrictive medium, primary screen, yeast lifespan-shortening project, S. cerevisiae | OD615, 48 h | 0.51% of 140,000 active | inhibition, % at 10 µM;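 active means inhibition above a set limit, 3 SD over the mean compound inhibition, cut at about 44% in these data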; further: inactives centre near -24
#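 Material: Saccharomyces cerevisiae DeaD strain BB579, replicative lifespan model yeast; buffer or medium: CSMM-D restrictive synthetic medium containing dextrose (glucose); compound: 10 µM single dose, DMSO 0.25%; timing: 48 h compound exposure at 30 °C after 4 h preincubation; signal: turbidity as optical density at 615 nm; benchmarks: positive control amphotericin B 10 µg/mL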
# HCT116 PTEN-null = growth suppression of PTEN-null HCT116, primary screen, cell-based, CellTiter-Glo | HCT116 PTEN-null viability, 60 h; stronger effect = lower value | viability, % at 10 µM | 1.2% of 140,000 active | AID 827, 2007;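 active means viability at or below a set limit, 4 SD under the median of all tested compounds, cut at about 3.7% in these data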;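 further: PTEN knockout HCT116 line with beta catenin targeted HCT116 as companion control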
# Measles CPE = compounds protecting cells from measles virus cytopathic effect, primary screen, measles RdRp inhibitor project, single point, MLSMR library, absorbance; Measles virus-infected cells, CPE protection; protection (pct of control), % at 4 µM; 1.5% of 140,000 active; AID 841, 2007; in the data active means protection mostly above about 24%, no sharp cut-off; inactive means mostly below about 26%; further: some compounds called inactive have numbers as strong as hits
# Phagocytosis inh = inhibitors of macrophage phagocytosis, primary screen, imaging, J774A.1 cells, IgG beads. 0.07% of 110,000 active. inhibition, % at 5 µM. J774A.1 macrophage IgG-bead phagocytosis. AID 1029, 2008;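 active means inhibition above the mean of the plate negative controls plus 5 SD, cut at about 13% in these data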;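 further: phagocytic index as fraction of beads internalized from green versus red external bead signal; plate controls were DMSO negative control for no effect and cytochalasin-D positive control for full effect; some results beyond the cut were filed as inactive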
# HCT116 bCat-KO = primary screen for growth suppressors in beta-catenin knockout HCT116 cells (colon tumor, human) | HCT116 beta-catenin knockout viability, CellTiter-Glo, 60 h; stronger effect = lower value | viability, % at 10 µM | 1.5% of 140,000 active | AID 818, 2007;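 active means viability at or under a set limit, the compound median less 4 SD, cut at about 6% in these data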;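 further: 0% = Hyamine 1622 control at 20 µM and 100% = untreated cell control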
# GALR2 antag = GALR2 antagonists in receptor-expressing cells, primary screen; Galanin receptor type 2 (Homo sapiens), O43603; antagonist mode; inhibition, % at 4 µM; 0.39% of 140,000 active; AID 828, 2007; in the data active means inhibition above about 27%;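 further: cells stimulated with galanin 1-16 at roughly its EC80; 0% = agonist challenge control and 100% = basal control without agonist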
# Target sequence (O43603 whole entry, looked up): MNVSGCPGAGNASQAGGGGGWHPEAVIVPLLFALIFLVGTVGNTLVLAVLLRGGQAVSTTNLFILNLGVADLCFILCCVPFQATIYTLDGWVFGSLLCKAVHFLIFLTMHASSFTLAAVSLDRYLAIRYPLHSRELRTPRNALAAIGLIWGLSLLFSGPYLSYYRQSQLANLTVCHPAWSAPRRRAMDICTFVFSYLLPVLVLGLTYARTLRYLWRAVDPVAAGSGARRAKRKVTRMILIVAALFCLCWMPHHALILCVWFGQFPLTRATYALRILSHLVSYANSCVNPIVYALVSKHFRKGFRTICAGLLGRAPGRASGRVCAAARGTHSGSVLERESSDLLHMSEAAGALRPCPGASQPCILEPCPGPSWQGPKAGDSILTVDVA
# Yeast life ext = compounds extending yeast replicative lifespan, primary screen, S. cerevisiae, OD615; S. cerevisiae growth with nicotinamide; deaD strain in restrictive glucose medium; inhibition of the nicotinamide effect, % at 10 µM; 0.68% of 130,000 active;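 active means inhibition above a set limit, placed 3 SD over the median of all compounds, cut at about 26% in these data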;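 further: 0% = nicotinamide-treated wells and 100% = cells grown without nicotinamide; some compounds called inactive have numbers as strong as hits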
#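 Assay system: DeaD-strain S. cerevisiae. Medium: CSMM-D glucose medium, restrictive. Reagent: nicotinamide, 1.5 mM, co-present with compound. Compound: 10 µM single point, 0.25% DMSO. Schedule: culture preincubation 4 h, compound exposure 48 h, both 30 °C. Detection: absorbance at 615 nm.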
# E-sel TNF inh = E-selectin induction blockers in HUVEC – imaging, immunofluorescence, high content, primary screen. inhibition, % at 2 µM. 0.71% of 120,000 active. HUVEC TNFa-induced E-selectin immunofluorescence;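 active means inhibition above the batch mean plus 3 SD, and confirmed as a hit on visual image review, cut at about 43% in these data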;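 further: 0% = TNF-stimulated DMSO wells and 100% = unstimulated control wells; not every result past the cut was called active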
# MRP-1 activ = H69AR viability gain despite doxorubicin, primary screen, MRP-1 activator project, H69AR cells, CellTiter-Glo; viability rescue; viability increase, % at 10 µM; 0.61% of 140,000 active; AID 799, 2007;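 active means viability gain under doxorubicin at or above a set limit, the compound median plus 3 SD, cut at about 4.7% in these data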;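 further: MRP-1 overexpressing cells given doxorubicin 25 µM after compound pretreatment; 18-22 h compound pretreatment then 72 h with doxorubicin before readout; 0% = doxorubicin-only wells and 100% = vehicle-treated cells without doxorubicin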
# NPY Y2 blocker = NPY-Y2 receptor antagonists, primary screen, cell-based; Neuropeptide Y receptor type 2 (Homo sapiens), P49146; NPY-Y2 expressing cells, antagonist mode; inhibition, % at 2.7 µM; 0.99% of 140,000 active; in the data active means inhibition above about 17%;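 further: 0% = vehicle with agonist challenge and 100% = reference antagonist with challenge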
# Target sequence (P49146 whole entry, looked up): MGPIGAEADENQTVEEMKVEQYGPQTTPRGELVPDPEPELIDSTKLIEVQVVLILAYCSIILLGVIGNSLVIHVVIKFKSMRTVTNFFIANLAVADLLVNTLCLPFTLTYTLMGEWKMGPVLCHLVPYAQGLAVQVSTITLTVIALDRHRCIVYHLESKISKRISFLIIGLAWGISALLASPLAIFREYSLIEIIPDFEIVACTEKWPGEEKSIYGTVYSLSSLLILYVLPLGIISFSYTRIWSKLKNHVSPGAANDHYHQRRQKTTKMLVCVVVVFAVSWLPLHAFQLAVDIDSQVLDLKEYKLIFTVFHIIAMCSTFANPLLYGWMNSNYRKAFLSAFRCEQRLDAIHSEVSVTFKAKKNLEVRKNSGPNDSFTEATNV
# Starred values were filed as active, the others as inactive; · = no result given.
1	CCOC(=O)C(C)Oc1ccsc1C(=O)OC (centres undefined)
2	O=C(CNS(=O)(=O)c1ccc(C(=O)N2CCCCC2)cc1)N1CCCCC1
3	CCCCCN1C2=NCCN2c2ccccc21
4	CCOC(=O)CSc1nnc(CNC(=O)c2ccc(OC)cc2)n1-c1ccc(OC)cc1
5	CCN(CC)S(=O)(=O)c1ccc2nnn(OCC(=O)Nc3cccc(C#N)c3)c2c1
6	COc1ccc([N+](=O)[O-])cc1/C=N/NC(=O)CNC(=O)c1cccc(F)c1
7	CCOC(=O)c1ccc(NC(=O)CCC(CC)C(=O)O)cc1 (centres undefined)
8	COc1ccccc1-c1c(C)nn2c(N3CCCCCC3)cc(C)nc12
9	O=c1oc(-c2ccccc2F)nc2c1cnn2-c1ccccc1
10	Cc1onc(-c2c(F)cccc2Cl)c1C(=O)N1CCc2ccccc21

screen / no.,1,2,3,4,5,6,7,8,9,10
Yeast growth inh,0,-31,-25,5,6,9,-26,6,-35,-58
HCT116 PTEN-null,92,87,83,101,82,39,89,3.2*,97,63
Measles CPE,28,6,19,3,2,14,2,10,5,-2
Phagocytosis inh,·,3,·,·,-1,-14,3,-1,0,0
HCT116 bCat-KO,97,83,85,101,84,37,103,2.6*,82,70
GALR2 antag,9,4,3,-1,2,2,-12,3,-9,2
Yeast life ext,-1,-5,·,-9,-6,-1,0,-7,2,-25
E-sel TNF inh,8,-5,-4,·,-17,·,2,·,2,18
MRP-1 activ,-0.9,-0.3,-3.5,-0.7,-3.1,-2.9,0.9,-3.1,-1.3,-3.7
NPY Y2 blocker,1,1,7,6,-2,5,2,1,2,5

11	CC(=O)Nc1ccc(S(=O)(=O)Nc2ccc(S(=O)(=O)N3CCCCCC3)cc2)cc1
12	CC(=O)Nc1sc(N/N=C\c2ccccc2)nc1-c1cccs1
13	CCCn1c(O)c(/C=C2\C=NN=C2c2ccccc2)sc1=S
14	CCC(=O)Nc1ccc(C(=O)OCc2ccc(Cl)c(Cl)c2)cc1
15	CCc1ccc(NC(=O)Cn2c(=O)oc3cc(S(=O)(=O)N4CCOCC4)ccc32)cc1
16	CCc1nc2ccccc2n(CC)c1=O
17	N#CC1=C(N)c2ccccc2CC12CCCCC2
18	COc1cc(/C=C2/S/C(=N/S(=O)(=O)c3ccccc3)NC2=O)c([N+](=O)[O-])cc1OC
19	Cc1ccc(OCCNC(=O)c2cc(-n3cnnc3)ccc2Cl)cc1C
20	COc1ccc(C(O)c2coc3ccc(O)c(CN(C)C)c23)cc1 (centres undefined)

screen / no.,11,12,13,14,15,16,17,18,19,20
Yeast growth inh,-23,-37,-45,-15,-17,-5,-10,-47,-31,-55
HCT116 PTEN-null,94,100,37,98,91,96,87,97,88,91
Measles CPE,3,10,4,2,12,20,10,3,2,13
Phagocytosis inh,-4,-9,4,-4,1,0,-1,3,0,0
HCT116 bCat-KO,97,95,32,101,94,86,91,99,91,86
GALR2 antag,8,6,2,2,6,-3,-12,6,-6,6
Yeast life ext,-13,0,-15,0,-8,-4,-6,-3,-4,-13
E-sel TNF inh,-14,·,-16,·,7,1,7,18,-31,-31
MRP-1 activ,-1.9,-3.9,-1.3,-0.9,3.3,-0.8,-4.4,1.2,-1.7,-4.1
NPY Y2 blocker,4,0,-5,2,-1,1,-2,3,-1,3

21	CCOc1ncccc1C(=O)OCC(=O)c1cccs1
22	Cc1cc(C)c(-c2csc(Cc3nc(-c4cc5ccccc5oc4=O)cs3)n2)cc1C
23	Cc1ccc(S(=O)(=O)CC(=O)Nc2nc(-c3ccccc3)cs2)cc1
24	COc1ccc(NC(=O)c2ccc(COc3ccccc3Br)o2)cc1OC
25	C=CCn1c(SCc2nc3ccccc3c(=O)[nH]2)nnc1-c1cc2cc(Cl)ccc2o1
26	COc1ccc(-c2nc(CS(=O)CC(=O)NCc3ccc4c(c3)OCO4)c(C)o2)cc1 (centres undefined)
27	COc1ccc(C(CNC(=O)c2ccc(N3CCCC3=O)cc2)N(C)C)cc1 (centres undefined)
28	O=C(CNC(=O)c1ccccc1)NCC1COc2ccccc2O1 (centres undefined)
29	Cc1c(Cl)cccc1NC(CC(=O)c1ccccc1)C(=O)O (centres undefined)
30	O=C(COC(=O)c1ccncc1)Nc1cc(Cl)ccc1Cl

screen / no.,21,22,23,24,25,26,27,28,29,30
Yeast growth inh,-65,-28,-9,-22,-3,4,-11,-2,-25,-24
HCT116 PTEN-null,104,35,86,93,76,83,76,75,73,104
Measles CPE,17,19,3,2,2,21,4,5,5,2
Phagocytosis inh,-1,-4,7,-4,3,0,2,-1,-4,-2
HCT116 bCat-KO,94,38,86,107,70,74,82,84,81,96
GALR2 antag,-10,12,-19,0,-1,1,-4,-8,14,-9
Yeast life ext,-13,1,0,-15,-15,-4,-2,-4,1,-12
E-sel TNF inh,-5,·,-3,17,-16,-6,-86,0,-8,15
MRP-1 activ,-1.0,3.7,-3.7,-4.0,-4.8,-2.8,2.0,-2.2,-1.1,-2.0
NPY Y2 blocker,0,2,2,3,4,3,2,4,3,1

31	O=C1CCCC(=O)C1=C1SCCCS1
32	CN(C)/C=C(\C#N)C(=O)c1cccnc1Oc1cccc(F)c1
33	Cc1oc2cc(OC(C)C(=O)O)ccc2c(=O)c1Oc1ccccc1 (centres undefined)
34	CC1CC(C)CN(C(=S)Nc2ccc3nc4n(c(=O)c3c2)CCCCC4)C1 (centres undefined)
35	CCSc1nnc(NC(=O)CSc2c(Cl)cccc2Cl)s1
36	CCc1nnc(NC(=O)CSc2nnc(CNc3ccc(OC)cc3)n2C)s1
37	COc1ccc(-n2c(Cc3cccn3C)nnc2SCC(=O)Nc2ccc(F)cc2)cc1
38	COC(=O)c1ccccc1NC(=O)CN1CCC(NC(=O)c2ccccc2C)CC1
39	N#Cc1ccc(COC(=O)c2ccc3c(=O)[nH]c(CN4CCOCC4)nc3c2)cc1
40	CCN(CC)S(=O)(=O)c1ccc2[nH]cc(C(=O)NCCN3CCCCC3C)c(=O)c2c1 (centres undefined)

screen / no.,31,32,33,34,35,36,37,38,39,40
Yeast growth inh,-44,-39,-22,-41,8,2,35,-20,-54,16
HCT116 PTEN-null,98,105,·,84,71,103,73,82,87,100
Measles CPE,9,10,5,7,9,15,21,6,9,6
Phagocytosis inh,-4,·,-3,-4,-2,-7,2,-1,0,1
HCT116 bCat-KO,88,101,99,82,83,90,79,81,87,94
GALR2 antag,-5,-7,-8,14,6,3,7,2,-6,7
Yeast life ext,8,-10,-5,1,-3,1,-6,-5,-9,1
E-sel TNF inh,·,·,0,·,0,·,-2,-16,-10,-41
MRP-1 activ,2.5,-0.5,0.8,-0.4,-2.0,-1.2,-1.2,-3.5,-1.3,-1.8
NPY Y2 blocker,3,4,1,0,6,2,2,5,1,-3

41	CC(=O)NCC(=O)OCC(=O)c1ccc2ccccc2c1
42	N#Cc1c(-c2ccco2)cc(C2CC2)nc1SCC(=O)c1ccccc1
43	Cc1cc(=O)[nH]c(SCc2nc3ncccn3c2Br)n1
44	C=CCn1c(SCC(=O)Nc2cc(NC(C)=O)ccc2OC)nnc1-c1cccnc1
45	Cc1c(O)c(CN2CCCCC2)cc2c1oc(=O)c1ccccc12
46	CCOC(=O)N1CCN(C(=O)C2CCN(c3ncnc4c3sc3cccc(F)c34)CC2)CC1
47	O=C1c2ccccc2C(=O)C12OC(c1ccccc1)C1(C(=O)c3ccccc3C1=O)C2c1ccc([N+](=O)[O-])cc1 (centres undefined)
48	S=C(Nc1ccc(Cl)cc1Cl)NC1CCCCC1
49	CC1CCCC(C)N1c1nnc(NC(=O)c2cc(-c3ccc(Br)cc3)on2)s1 (centres undefined)
50	CCOC(Cn1c(-c2ccc(OC)cc2)nc2ccccc21)OCC

screen / no.,41,42,43,44,45,46,47,48,49,50
Yeast growth inh,-25,-29,-21,-65,-31,-26,-40,-34,-21,-48
HCT116 PTEN-null,88,67,106,103,86,55,81,74,93,80
Measles CPE,9,3,4,9,11,4,6,2,3,18
Phagocytosis inh,·,2,2,1,·,·,·,·,-1,0
HCT116 bCat-KO,93,75,97,103,90,54,83,80,79,76
GALR2 antag,-13,-3,-1,-5,9,18,6,11,-16,-2
Yeast life ext,-3,-10,0,-7,-29,-6,·,-4,-7,-1
E-sel TNF inh,13,39,-1,-28,-2,5,1,-42,-1,15
MRP-1 activ,-0.7,-3.8,-0.1,-0.7,-2.2,-5.0,-3.8,-3.2,0.1,-3.0
NPY Y2 blocker,6,4,4,2,4,0,2,5,3,4

51	Cc1cc(NC(=O)c2cc(C)on2)n(-c2ccccc2)n1
52	CCCCC[n+]1ccn(C2=C([O-])c3ccccc3C(=O)/C2=N\S(=O)(=O)c2ccccc2)c1
53	O=[N+]([O-])c1ccc(N(c2ccccc2)c2ccccc2)cc1
54	Cc1ccc(-c2nnc(SCc3nc(N)nc(Nc4ccccc4C)n3)n2N)cc1
55	NS(=O)(=O)c1ccc(NC(=S)N2CCN(c3ccc(Cl)c(Cl)c3)CC2)cc1

screen / no.,51,52,53,54,55
Yeast growth inh,-54,-34,-13,17,-3
HCT116 PTEN-null,93,5,78,97,55
Measles CPE,5,5,3,11,5
Phagocytosis inh,0,·,1,0,-6
HCT116 bCat-KO,95,3.3*,87,84,70
GALR2 antag,-7,9,9,2,0
Yeast life ext,1,-16,-23,-4,-3
E-sel TNF inh,6,2,-15,-2,·
MRP-1 activ,-2.9,-6.4,-4.5,-0.9,-2.6
NPY Y2 blocker,1,1,4,1,-2

# Three entries picked at random from the list so far, as already listed:
7	CCOC(=O)c1ccc(NC(=O)CCC(CC)C(=O)O)cc1 (centres undefined)
21	CCOc1ncccc1C(=O)OCC(=O)c1cccs1
11	CC(=O)Nc1ccc(S(=O)(=O)Nc2ccc(S(=O)(=O)N3CCCCCC3)cc2)cc1

screen / no.,7,21,11
Yeast growth inh,-26,-65,-23
HCT116 PTEN-null,89,104,94
Measles CPE,2,17,3
Phagocytosis inh,3,-1,-4
HCT116 bCat-KO,103,94,97
GALR2 antag,-12,-10,8
Yeast life ext,0,-13,-13
E-sel TNF inh,2,-5,-14
MRP-1 activ,0.9,-1.0,-1.9
NPY Y2 blocker,2,0,4

# Screens as filed in PubChem.
